# Source: PubChem BioAssay
# PPARg SRC-2 ag – agonists of PPARg-SRC-2 recruitment, primary screen, biochemical, HTS | 200,000 tested, 0.34% active | activation, % at 8 µM | PPARgamma LBD-SRC-2 recruitment; in the data active means activation above about 22%;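 further: 0% = vehicle and 100% = reference agonist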
# Target sequence (P37231 whole entry, looked up, the tested form may be a part): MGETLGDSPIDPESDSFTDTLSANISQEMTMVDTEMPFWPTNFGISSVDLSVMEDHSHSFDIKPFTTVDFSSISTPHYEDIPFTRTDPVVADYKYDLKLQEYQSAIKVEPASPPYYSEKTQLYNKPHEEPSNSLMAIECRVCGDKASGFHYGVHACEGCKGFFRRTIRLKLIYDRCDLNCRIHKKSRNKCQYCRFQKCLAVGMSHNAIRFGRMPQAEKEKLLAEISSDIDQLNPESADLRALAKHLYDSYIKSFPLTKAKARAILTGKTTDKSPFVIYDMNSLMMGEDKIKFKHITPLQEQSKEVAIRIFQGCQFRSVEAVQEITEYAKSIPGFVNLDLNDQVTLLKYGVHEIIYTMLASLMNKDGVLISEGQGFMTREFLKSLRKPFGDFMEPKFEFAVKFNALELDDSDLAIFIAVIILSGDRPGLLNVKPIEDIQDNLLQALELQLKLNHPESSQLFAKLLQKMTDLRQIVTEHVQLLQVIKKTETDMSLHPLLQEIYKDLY
# TLR4-MyD88 BLA – inhibitors of TLR4-MyD88 association in cells, primary screen, cell-based, HeLa CL3-4, BLA complementation, FRET ratio; Toll-like receptor 4 (Homo sapiens) + Myeloid differentiation primary response protein …; HeLa CL3-4 TLR4/MyD88 BLA complementation; 200,000 tested, 0.18% active; inhibition, % at 8.4 µM; in the data active means inhibition above about 25%;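 further: 0% = vehicle and 100% = reference inhibitor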
# TR-FRET SRC-2 ct – TR-FRET signal artefacts, primary screen, artefact control for PPARgamma SRC-2 agonist project, biochemical; TR-FRET artefact counter-screen; stronger effect = higher value; TR-FRET ratio at 8 µM; 200,000 tested, 0.4% active; AID 1049, 2008; in the data active means TR-FRET ratio above about 2000; further: inactives centre near 1500
# ROMK mod – ROMK potassium channel modulators, primary screen, cell-based, thallium flux, MLSMR library; Tet-inducible ROMK, thallium flux fluorescence; actives lie on both sides; ATP-sensitive inward rectifier potassium channel 1 (Homo sapiens), P48048; 130,000 tested, 2% active; B-score at 10 µM; AID 1918, 2009;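 active means signal ratio slope over the read window, or its plate-corrected B-score, at least 3 SD from the plate mean, either direction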;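 further: B-score of the F/F0 ratio slope over 7 to 12 s after thallium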
# S1P3 antagonist – S1P3 receptor antagonists, primary screen, cell-based; 170,000 tested, 0.27% active; inhibition, % at 4.98 µM; AID 485, 2006; CHO S1P3 NFAT-BLA reporter, FRET fluorescence, antagonist mode;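 active means inhibition above the plate cutoff, the mean inhibition of test wells on that plate plus 3 SD, cut at about 28% in these data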;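 further: cells challenged with S1P at its EC80 of 0.8 µM; blue over green emission ratio from cleaved BLA substrate after 4 h stimulation; 0% = S1P-stimulated wells and 100% = unstimulated DMSO-only wells; some compounds past the cut are filed as inactive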
# Target sequence (Q99500 whole entry, looked up): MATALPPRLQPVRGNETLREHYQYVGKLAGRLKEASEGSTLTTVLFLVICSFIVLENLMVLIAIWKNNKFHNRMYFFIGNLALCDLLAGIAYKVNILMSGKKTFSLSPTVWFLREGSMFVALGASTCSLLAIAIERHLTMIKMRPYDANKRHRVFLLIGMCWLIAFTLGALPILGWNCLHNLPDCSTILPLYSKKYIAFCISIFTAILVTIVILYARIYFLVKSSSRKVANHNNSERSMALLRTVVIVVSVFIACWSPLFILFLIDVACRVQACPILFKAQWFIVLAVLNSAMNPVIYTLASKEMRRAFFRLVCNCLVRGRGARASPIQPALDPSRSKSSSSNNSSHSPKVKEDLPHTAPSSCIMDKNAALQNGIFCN
# STAT3 activator – IL-6 driven STAT3 reporter potentiators, primary screen, U3A cells, luciferase, luminescence, MLSCN library; IL-6 STAT3-luciferase reporter; 100% = signal with IL-6 EC80 alone; activation (% of control), % at 5.6 µM; 190,000 tested, 0.91% active; AID 871, 2007;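 active means activation above the screen-wide mean of compound activation plus 3 SD, cut at about 130% in these data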;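 further: 0% = background luminescence of wells with medium and substrate only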
#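 Material: human STAT1-deficient U3A cells with stable STAT3-luciferase reporter / Probe or stimulus: IL-6 stimulus at 33 ng/mL final / Schedule: 1 h compound pre-exposure, 6 h IL-6 stimulation, 37 °C / Technique: luminescence / Read-out basis: percent of IL-6-only median luminescence / Control set: IL-6-only high control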
# STAT1 inh – STAT1 signaling inhibitors, primary screen, cell-based, HTS, luciferase reporter. NIH 3T3 STAT1-luciferase reporter, IFN-gamma, luminescence. inhibition, % at 5.5 µM. 200,000 tested, 0.35% active. AID 920, 2007;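 active means inhibition above a set limit, the mean inhibition across all tested compounds plus 3 SD, cut at about 34% in these data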;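 further: 0% = IFN-gamma with DMSO and 100% = IFN-gamma with 300 µM nifuroxazide; values of inactives mirror those of a sister screen read the other way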
# STAT3 blocker – IL-6 driven STAT3 reporter inhibitors, primary screen, U3A cells, luciferase, luminescence, MLSCN library; 190,000 tested, 0.89% active; inhibition, % at 5.5 µM; IL-6 STAT3-luciferase reporter; host cell line lacks STAT1;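 active means inhibition above the mean inhibition across all screened compounds plus 3 SD, cut at about 44% in these data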;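 further: 0% = DMSO only wells and 100% = 100 µM nifuroxazide control wells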
# PPARg SRC-1 ag – PPARgamma agonists recruiting SRC-1 coactivator, primary screen, biochemical; PPARgamma-SRC-1 coactivator recruitment biochemical assay; 200,000 tested, 0.41% active; activation, % at 8 µM; in the data active means activation above about 19%;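 further: 0% = DMSO and 100% = reference agonist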
# RAM inhibit – inhibitors of the yeast RAM network, primary screen, dse1pr::URA3 reporter, 5-FOA selection; S. cerevisiae dse1pr::URA3 reporter, 5-FOA growth OD615, 2 d; analog-sensitive cbk1-as2 kinase mutant strain; inhibition, % at 50 µM; 190,000 tested, 1.8% active;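 active means inhibition above a set limit, 3 SD over mean compound inhibition, cut at about 8.4% in these data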;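 further: 0% = DMSO-only wells with no growth and 100% = 10 µM 1-NA-PP1 full growth; inhibition rescues growth on 5-FOA so higher OD means more RAM inhibition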
# PPARg SRC-3 ag – PPARgamma agonists recruiting SRC-3 coactivator, primary screen, biochemical; biochemical PPARgamma/SRC-3 coactivator recruitment assay; activation, % at 8 µM; 200,000 tested, 0.26% active; AID 731, 2007; in the data active means activation above about 23%;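 further: 0% = DMSO and 100% = reference agonist; some compounds past the cut are filed as inactive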
# Active calls of the source: *; . = not tested or not shown. Outcome played no part in choosing rows (roughly 5.6% active in at least one column).
SMILES	PPARg SRC-2 ag	TLR4-MyD88 BLA	TR-FRET SRC-2 ct	ROMK mod	S1P3 antagonist	STAT3 activator	STAT1 inh	STAT3 blocker	PPARg SRC-1 ag	RAM inhibit	PPARg SRC-3 ag
Cc1ccn2cc(C(=O)Nc3nnc(C)s3)nc2c1	2	8	1500	.	-1	99	-17	7	-1	2.6	2
Cc1ccc(C2CC(C(F)(F)F)n3ncc(C(N)=O)c3N2)cc1 (configuration not stated)	-5	0	1505	0.34	.	99	0	9	-1	0.8	0
CCSc1nc(=S)n(-c2ccccc2)c(C)c1C(C)=O	5	4	1573	1.6	.	104	-6	1	-4	1.1	5
COC(=O)c1cccc(COC(=O)c2ccc(N(C)C)cc2)c1	4	4	1400	.	.	103	-9	-2	4	-0.8	7
NC1=NC(=O)/C(=C\c2cc([N+](=O)[O-])ccc2Cl)S1	5	1	1386	-2*	-24	106	21	-8	0	1.3	0
Cc1cccc(NC(=O)CN2C(=O)S/C(=C\c3ccccn3)C2=O)c1	-7	-8	1603	-0.91	-5	108	-7	-4	2	3.5	3
Cc1nc(CNS(=O)(=O)c2cc(C)c(C)cc2C)cs1	7	0	1612	0.84	11	96	5	8	10	-0.5	5
Cc1cccc(C)c1-n1c(C)cc(/C=N/NC(N)=S)c1C	-1	3	1518	2.8*	.	101	-16	-3	-2	1.6	-5
O=c1c2ccccc2ncn1-c1cccc(Cl)c1	-3	5	1523	-0.55	.	98	-9	4	-3	-0.5	1
O=C(COc1ccccc1)Nc1ccc2[nH]c(=O)[nH]c2c1	3	13	1348	-0.34	0	104	-7	1	-1	1.0	5
Cc1ccccc1-n1nc(C)c2c1N=C1C(Cl)=CC(Cl)=CN1C2c1ccc(C(=O)O)cc1 (configuration not stated)	3	0	1443	0.24	-15	96	-2	6	0	2.9	1
O=C(c1noc2c1CCCC2)N1CCN(Cc2ccccc2)CC1	1	-2	1568	.	12	107	-1	-5	1	-0.3	-2
O=C(c1ccc(S(=O)(=O)N2CCCCC2)cc1)N1CCCc2ccccc21	4	-8	1474	0.4	-26	109	-2	-10	1	5.5	-4
CCN(CC)S(=O)(=O)c1cc(C(=O)N(C)CC(=O)Nc2ccc(Cl)cc2)ccc1Cl	12	-10	1644	-0.56	2	96	10	5	1	-0.1	4
O=C(CSc1nnnn1C1CCCCC1)N1c2ccccc2Sc2ccccc21	3	6	1311	0.59	.	101	1	-4	1	0.2	4
O=C(Oc1ccccc1)c1ccc(NC(=O)c2ccco2)cc1	3	1	1673	0.03	7	90	-41	15	11	5.1	6
Cc1ccc(NCCc2ccc(C)nc2)cc1	5	6	1513	.	.	89	-1	19	4	0.9	-5
CCN(CC)C(=O)c1[nH]cnc1C(=O)N[C@@H](C)C(=O)OC(C)(C)C	2	-1	1528	.	-13	.	-4	.	4	0.4	5
Cc1cc(C)nc(-n2nc(C)cc2NC(=O)CN2CCCC2)n1	3	10	1462	0.013	9	101	21	-2	4	-0.6	3
CCCCn1c(-c2nonc2N)nc2ccccc21	-8	-4	1572	.	.	102	0	2	9	.	6
Cc1ccc(/C=C/S(=O)(=O)N2CCC(C(=O)O)CC2)cc1	3	2	1708	-0.64	-15	104	3	0	5	1.5	-4
Cc1ccc(C(=O)N(c2c(C)n(C)n(-c3ccccc3)c2=O)C(C)C)cc1	0	-6	1368	-0.0077	.	103	2	3	1	1.9	-2
Nc1nnc(SCC(=O)N2CCc3ccccc32)n1-c1ccccc1	11	-4	1416	.	9	104	-2	0	4	0.9	10
O=C(COC(=O)Cc1c(Cl)cccc1Cl)Nc1ccc(OC(F)(F)F)cc1	1	2	1537	0.56	-4	98	-2	6	-1	3.6	0
O=C(CN(Cc1cccs1)C(=O)CCC(=O)Nc1ccccn1)NCc1ccccc1	-2	-4	1376	-0.0079	-6	104	8	0	-7	0.7	-1
CCn1c2ccccc2c2nnc(NN)nc21	-1	-22	1369	0.51	5	90	-4	10	-9	0.9	-6
Cc1ccc(C2CC(=O)c3cnc(N4CCN(c5ccccc5)CC4)nc3C2)cc1 (configuration not stated)	6	-1	1532	1.3	7	97	2	6	2	2.4	10
O=S(=O)(Nc1ncccn1)c1ccc(NS(=O)(=O)c2cccc(Cl)c2Cl)cc1	6	1	1708	0.3	5	91	9	13	9	1.5	3
Cc1cc2nc3c(c(C(F)(F)F)n2n1)CCCC3	7	-9	1532	0.87	4	106	3	1	1	2.3	1
CC(=O)Nc1ccccc1NC(=O)c1cccc2ccccc12	2	2	1408	.	-5	112	-8	-12	3	-0.4	0
O=C(NCCCN1CCOCC1)c1cc2c(=O)[nH]c3ccccc3c2s1	7	8	1531	.	-12	92	-2	14	6	0.3	0
Cc1ccc(-c2nc(C)sc2CC(=O)Nc2cccc(C)c2C)cc1	6	1	1719	0.16	-3	99	14	4	11	1.1	6
COc1ccc(OC)c(N(CC(=O)Nc2cccnc2)S(=O)(=O)c2ccc(OC)c(OC)c2)c1	6	-5	1517	.	-4	101	-1	2	3	1.6	-3
COc1ccc(CN(Cc2cc3cccc(C)c3[nH]c2=O)C(=O)N(C)C)cc1	5	-5	1590	0.041	4	102	5	4	4	0.6	3
Cc1ccc(NC(=O)/C(=C\c2ccccc2)NC(=O)/C=C/c2ccccc2)cc1	0	-2	1639	.	.	100	-10	11	-4	6.5	-2
Cc1cc(NC(=O)C23CC4CC(C2)CC(n2cnc([N+](=O)[O-])n2)(C4)C3)no1	12	15	1543	-0.56	-16	102	-2	0	11	3.2	0
CCOC(=O)c1cc(C(=O)OCC)cc(-n2c(C)cc(C(=O)CN3CCOCC3)c2C)c1	-1	2	1497	.	-26	109	-1	-4	-11	-0.3	-8
O=C(Cc1ccccc1)N/N=C\c1ccc(Br)o1	2	-3	1846	.	.	96	5	15	3	3.2	-9
Cc1ccc(Cl)cc1N1CCN(C(=S)NCc2ccco2)CC1	1	-9	1575	-0.047	2	100	6	10	10	3.6	3
CCCN1Cc2cccc(C(=O)NC3CCCC3)c2C1=O	-2	-14	1678	-0.78	-44	106	8	-4	2	-0.3	2
COc1ccc2c(c1)c(CC(=O)Nc1ccc(C(C)=O)cc1)c(C)n2C(=O)c1ccc(Cl)cc1	0	11	1564	0.17	-3	94	0	8	-3	7.6	-1
OC(CNCCCN1CCCCC1)COc1ccccc1 (configuration not stated)	-4	-2	1309	-1.6	.	102	3	-1	-3	0.9	1
O=C(Nc1cccc(F)c1)c1ccccc1-c1ccccc1	-4	-6	1446	.	3	106	-7	-2	-5	0.9	6
COc1ccc(C2C3=C(CC(C)(C)CC3=O)Nc3n[nH]c(C)c32)cc1 (configuration not stated)	-1	-5	1408	.	.	93	1	15	-2	1.5	-8
O=C1CN(C(=O)c2ccco2)C(c2ccc(F)cc2)c2cc(Cl)ccc2N1 (configuration not stated)	-1	-1	1571	.	-8	108	0	-4	0	.	3
CC1=NN(c2cccc(C(=O)O)c2)C(=O)/C1=C\C=C\c1ccco1	9	-6	1422	-1.9	.	116	-1	-16	3	4.7	12
CCOC(=O)Cn1c(N2CCCCCC2)nc2c1c(=O)[nH]c(=O)n2C	-3	-11	1715	.	-16	100	5	2	4	-1.3	-3
O=C(CN1C(=O)CCS(=O)(=O)c2ccccc21)NCc1ccc2c(c1)OCO2	4	15	1650	.	0	90	2	18	10	-0.5	1
CNC(=O)c1[nH]cnc1C(=O)Nc1ccccc1C	3	-8	1703	-0.01	.	91	8	12	4	0.5	-4
CCOC(=O)c1[nH]c2ccccc2c1NC(=O)CN(C)C	11	-4	1544	0.73	.	106	6	-3	-1	1.7	-2

# A different layout for some results above:
CC(=O)Nc1ccccc1NC(=O)c1cccc2ccccc12
- PPARg SRC-2 ag: 2
- TLR4-MyD88 BLA: 2
- TR-FRET SRC-2 ct: 1408
- ROMK mod: .
- S1P3 antagonist: -5
- STAT3 activator: 112
- STAT1 inh: -8
- STAT3 blocker: -12
- PPARg SRC-1 ag: 3
- RAM inhibit: -0.4
- PPARg SRC-3 ag: 0

O=C(NCCCN1CCOCC1)c1cc2c(=O)[nH]c3ccccc3c2s1
- PPARg SRC-2 ag: 7
- TLR4-MyD88 BLA: 8
- TR-FRET SRC-2 ct: 1531
- ROMK mod: .
- S1P3 antagonist: -12
- STAT3 activator: 92
- STAT1 inh: -2
- STAT3 blocker: 14
- PPARg SRC-1 ag: 6
- RAM inhibit: 0.3
- PPARg SRC-3 ag: 0

Cc1ccc(-c2nc(C)sc2CC(=O)Nc2cccc(C)c2C)cc1
- PPARg SRC-2 ag: 6
- TLR4-MyD88 BLA: 1
- TR-FRET SRC-2 ct: 1719
- ROMK mod: 0.16
- S1P3 antagonist: -3
- STAT3 activator: 99
- STAT1 inh: 14
- STAT3 blocker: 4
- PPARg SRC-1 ag: 11
- RAM inhibit: 1.1
- PPARg SRC-3 ag: 6

# Remaining list, next part.
SMILES	PPARg SRC-2 ag	TLR4-MyD88 BLA	TR-FRET SRC-2 ct	ROMK mod	S1P3 antagonist	STAT3 activator	STAT1 inh	STAT3 blocker	PPARg SRC-1 ag	RAM inhibit	PPARg SRC-3 ag
C/C(=N\O)C(=O)NCC1CCNCC1	10	3	1526	0.0093	1	91	-7	12	2	1.0	5
Cc1ccc(CN(C(=O)Cn2nnc3ccccc32)C(C(=O)NCc2ccco2)c2ccc(C)o2)cc1 (configuration not stated)	1	8	1473	-0.12	.	101	3	0	2	3.3	3
CC(=O)Nc1ccc(OCC(O)Cn2nc(C)c(C(C)=O)c2C)cc1 (configuration not stated)	-5	5	1382	.	2	108	-4	-5	-1	0.8	-19
Cc1ccc(CONC(=O)/N=C/N(C)C)cc1	9	0	1727	.	.	98	-3	12	10	2.3	9
CCCS(=O)(=O)N1CCCC(C(=O)NC2CCCCC2)C1 (configuration not stated)	-5	8	1505	.	4	101	6	5	-4	0.3	-7
COc1ccccc1C(=O)NN=C1CCN(Cc2ccccc2)CC1	14	5	1708	-0.078	-3	100	6	4	5	0.9	5
CCOC(=O)/C(=C/C=C1\Sc2cc(OCC)c(OCC)cc2N1CC)C(C)=O	-6	-11	1510	.	-14	96	0	8	-2	-0.4	0
Nn1c(SCc2csc(-c3ccccc3)n2)nnc1-c1cccs1	10	6	1528	.	-3	108	7	-8	4	4.9	11
O=C(O/N=C\c1ccc(N2CCCCC2)c([N+](=O)[O-])c1)c1cccc(Cl)c1	4	-1	1598	-0.48	.	111	-3	-5	-12	11*	1
Cc1ccc(/C=C/C(=O)Nc2cccc3cccnc23)o1	9	7	1744	0.51	8	125	-11	-35	4	3.1	4
